VEEV TC-83 Vero: inhibitors of VEEV TC-83 cytopathic effect, confirmation, Vero cells (AID 588727); Vero cells, VEEV TC-83 cytopathic effect inhibition; higher % means a stronger effect; inhibition, % at 20 µM, or IC50 in µM where a hit was titrated; 350,000 compounds, 0.13% hits; in the data active = a potency from the dose series; inconclusive = inhibition mostly from about 14% at the one dose, without a potency; inactive = the rest, 99 in 100 with inhibition below about 12%; also: strong numbers were not always called active
M. tuberculosis: growth inhibition of non-replicating M. tuberculosis (AID 488890); Mycobacterium tuberculosis non-replicating, growth inhibition; higher % means a stronger effect; one-dose inhibition, % at 25 µM; IC50 in µM for titrated hits; 320,000 compounds, 0.39% hits; in the data active = a potency from the dose series; inconclusive = inhibition mostly from about 82% at the one dose, without a potency; inactive = the rest, 99 in 100 with inhibition below about 76%;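 also: plate controls were DMSO cells for no effect and high antibiotic wells for full effect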
H1N1 NS1A inhibition: H1N1 influenza NS1A inhibitors, functional cell based assay (AID 504329); NS1A functional cell-based assay, percent inhibition; higher % means a stronger effect; one-dose inhibition, % at 12.5 µM; IC50 in µM for titrated hits; 340,000 compounds, 0.3% hits; in the data active = a potency from the dose series; inconclusive = inhibition above about 27% without an active follow-up result; also: strong numbers were not always called active
PhoP GFP inhibition: PhoP regulon inhibitors, Salmonella typhi PhoP promoter GFP reporter, confirmatory (AID 1850); inhibition, % at 50 µM; hits with a dose series show IC50 in µM; Salmonella Typhi PhoP-promoter GFP reporter, fluorescence, 4 h; higher % means a stronger effect; 310,000 compounds, 0.33% hits; in the data active = a potency from the dose series; inconclusive = inhibition mostly from about 25% at the one dose, without a potency; inactive = the rest, 99 in 100 with inhibition below about 19%;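 also: 0% = induced wells with vehicle and 100% = uninduced wells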
H37Rv inhibition: M. tuberculosis growth inhibition, HTS (AID 449762) | M. tuberculosis H37Rv growth inhibition, 7H9 media; higher % means a stronger effect | inhibition, % at 25 µM, or IC50 in µM where a hit was titrated | 330,000 compounds, 0.59% hits; in the data active = a potency from the dose series; inconclusive = inhibition above about 70% without an active follow-up result;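 also: bacterial growth assessed after seven days of incubation; strong numbers were not always called active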
* marks the source's active call; other numbers are inactive results; i = inactive; u = inconclusive; x = no result given. Compounds were not picked by outcome, and some 1.6% of all compounds hit somewhere here.

entry	Structure	VEEV TC-83 Vero	M. tuberculosis	H1N1 NS1A inhibition	PhoP GFP inhibition	H37Rv inhibition
1	N=c1oc2ccc3ccccc3c2cc1-c1nnc2n1CCCCC2	0.4%	4%	0%	2%	15%
2	CCCn1c(NC(=O)c2ccc(C)cc2)nc2ccccc21	5.8%	u	-13%	7%	u
3	O=C(CCN1CCOCC1)NC1CCCN(Cc2ccccc2F)C1 (stereo unspecified)	i	-3%	-6%	-10%	-4%
4	CC(=O)Nc1ccc(C(=O)N/N=C(\C)CC(=O)Nc2ccc(OCc3ccccc3)cc2)cc1	2.4%	47%	-2%	9%	60%
5	CN(CC1COc2ccccc2O1)C(=O)c1ccc(Cl)c(S(=O)(=O)N2CCCCCC2)c1 (stereo unspecified)	0.9%	-8%	-8%	x	1%
6	COc1ccc2oc(C(=O)OCC(=O)N3C(C)CCCC3C)c(C)c2c1 (stereo unspecified)	3.8%	25%	-6%	3%	-5%
7	CC(C)OC(=O)/C(=C/c1ccc(Br)cc1)NC(=O)c1ccco1	0.8%	3%	1%	-4%	4%
8	CCOC(=O)N1CCN(C(=O)c2ccc(CNS(=O)(=O)c3ccc(NC(C)=O)cc3)cc2)CC1	0.6%	-3%	1%	11%	-1%
9	COc1cc(/C=C/C(=O)OCC(=O)Nc2ccc([N+](=O)[O-])cc2)ccc1O	0.3%	17%	0%	8%	69%
10	Cc1cc(C)n(-c2ncnc3sc4c(c23)CCCC4)n1	0.5%	5%	3%	-9%	5%
11	Cc1nc2nc(NC(=O)c3ccco3)nn2c(C)c1Cl	0.9%	-13%	-12%	-7%	-19%
12	COc1ccc(S(=O)(=O)N(CC(=O)N2CCOCC2)Cc2ccccc2)cc1	1.6%	-11%	-6%	8%	-3%
13	CCC(C)(C)n1nnnc1C(c1ccc2ncccc2c1)N1CCN(c2nc3ccccc3s2)CC1 (stereo unspecified)	i	62%	-4%	-8%	u
14	CCN(CC)S(=O)(=O)c1ccc(N/N=C/c2cc(OC)ccc2O)nc1	0.1%	8%	6%	-2%	4%
15	Fc1ccc(-c2nnn3c2nc(NCc2ccccc2)c2ccccc23)cc1	3.0%	-3%	0%	7%	-3%
16	CC(Sc1nnc(Cc2ccccc2)n1C)C(=O)NC1CC1 (stereo unspecified)	0.8%	4%	-6%	x	-7%
17	CC(CCc1ccccc1)NS(=O)(=O)c1ccccc1Cl (stereo unspecified)	i	34%	5%	13%	9%
18	O=C(Nc1c(C(=O)O)[nH]c2ccc(F)cc12)c1cccc(C(F)(F)F)c1	0.5%	8%	-1%	-5%	-1%
19	O=C(Nc1ccc(F)cc1F)c1csc(-c2cccs2)n1	i	28%	-4%	0%	11%
20	NC(=O)c1c(NC(=O)CCCC(=O)O)sc2c1CCCCCC2	0.9%	5%	-5%	1%	-1%
21	Cc1ccc(C(=O)O/N=C(\c2ccccc2)c2cccnc2)cc1	i	0%	11%	-4%	u
22	O=C(COC(=O)CNS(=O)(=O)c1ccc(Br)cc1Cl)Nc1ccc(N2CCOCC2)cc1	i	-9%	2%	-4%	-3%
23	COc1ccc(-c2csc(NC(=O)C3CSC4(C)CCC(=O)N34)n2)cc1 (stereo unspecified)	1.5%	-7%	-6%	x	8%
24	COc1ccc2oc(-c3ccccc3)c(C(=O)N3CCOCC3)c2c1	0.7%	18%	-4%	-2%	-1%
25	O=C(NCCO)C1(c2ccc(Cl)cc2)CCCC1	i	-17%	0%	-2%	-12%
26	COc1cc2c(cc1/C=C1/NC(=O)N(c3ccccc3)C1=O)OCO2	2.7%	-12%	27%	-16%	0%
27	CCOc1ccc(NC(=O)COC(=O)c2ccc3c(c2)C(=O)N(CCc2ccccc2)C3=O)cc1	0.0%	-11%	0%	-8%	-3%
28	O=c1c2ccccc2nc(-c2ccco2)n1/N=C/c1ccco1	8.5%	7%	2%	12%	0%
29	CCOC(=O)c1cc(NC(=O)c2ccc(Cl)cc2)c(=O)n2c1oc1ccc(Cl)cc12	0.8%	-6%	-1%	-1%	2%
30	CCCN1C(=O)c2cc(C(=O)Nc3ccccc3C)ccc2C1Nc1ccccc1C (stereo unspecified)	0.5%	33%	3%	0%	-2%
31	CCOC(=O)N1CCN(C(=O)C2CC(=O)N(c3ccc(OC)cc3)C2c2ccc(OC)cc2)CC1 (stereo unspecified)	6.3%	3%	0%	-13%	-5%
32	CCOc1cccc(-c2c(C(=O)N/N=C(\C)c3ccncc3)nnn2-c2nonc2N)c1	5.0%	19%	0%	0%	2%
33	CCn1c(CNC(=O)c2cccs2)nnc1SCC(=O)Nc1ccc(Cl)cc1	i	9%	2%	5%	10%
34	COCCn1cc(C(=O)NCc2cccs2)c2c3ccccc3n(C)c2c1=O	i	x	-4%	-10%	x
35	COc1ccc(/C=C/C(=O)c2ccc([N+](=O)[O-])o2)cc1OC	x	u	x	-8%	u
36	COc1ccc2c(c1)O/C(=C\c1ccccc1C)C2=O	0.8%	33%	-3%	-2%	11%
37	COc1ccc(-c2noc(C3CCCN(C(=O)c4ccccc4)C3)n2)cc1 (stereo unspecified)	i	3%	-9%	14%	-1%
38	Cc1ccc(N(Cc2ccc(C(=O)NCC3CCCO3)cc2)S(C)(=O)=O)cc1C (stereo unspecified)	i	-7%	-5%	7%	2%
39	Cc1cc(C)c(S(=O)(=O)c2ccccc2C(C)C)c(=O)[nH]1	0.2%	-12%	-5%	7%	3%
40	CC(=O)c1cccc(NC(=O)CCNS(=O)(=O)c2cccc3nonc23)c1	2.1%	-9%	-4%	13%	6%
41	CS(=O)(=O)c1ccc2nc(NC(=O)Nc3ccc(Cl)c(Cl)c3)sc2c1	0.3%	-21%	-5%	-4%	0%
42	CC1CC(C)CN(CCCNC(=O)Cn2ncc3c([nH]c4ccccc43)c2=O)C1 (stereo unspecified)	0.7%	2%	3%	7%	-4%
43	O=S(=O)(c1ccc(-n2cnnn2)cc1)N(C1CCCCC1)C1CCCCC1	i	10%	16%	-22%	28%
44	CN(C)c1ccc(C(=O)OCC(=O)NC2CCCCC2)cc1	3.9%	2%	2%	-2%	8%
45	O=C1N=C(N2CCCC2)CN1c1ccccc1	i	38%	0%	-9%	14%
46	CCOCc1cn(CC(=O)c2ccc([N+](=O)[O-])cc2)c(C)nc1=N	i	2%	1%	1%	2%
47	COc1ccccc1-c1cc(C(=O)N2CCc3ccccc3C2)c2ccccc2n1	x	33%	x	-9%	5%
48	Cc1ccc(C)c(OCCCCN2CCNCC2)c1C	0.5%	6%	-8%	2%	3%
49	CN(C)c1cncc(C(=O)O)c1	0.5%	-4%	5%	-3%	1%
50	Fc1cccc(F)c1/C=N/N1CCOCC1	0.6%	5%	-3%	6%	2%

The list goes on.
entry	Structure	VEEV TC-83 Vero	M. tuberculosis	H1N1 NS1A inhibition	PhoP GFP inhibition	H37Rv inhibition
51	COC(=O)c1sccc1N/C=C(\C#N)S(=O)(=O)C(C)(C)C	1.7%	-19%	x	-8%	-3%
52	CC1(N2CCOCC2)CC2(O)C(=[N+]1[O-])CCc1c2no[n+]1[O-] (stereo unspecified)	4.3%	1%	2%	9%	-5%
53	O=C(c1ccccc1)N1CCN(c2ncnc3sc4c(c23)CCC4)CC1	11%	45%	4%	16%	4%
54	CCc1ccc(C(C(=O)NC2CCCC2)N(CCOC)C(=O)CCC(=O)Nc2cc(C)on2)cc1 (stereo unspecified)	i	6%	1%	-5%	-5%
55	CCCC(=O)NC(c1ccc(OC)c(OC)c1)c1c(O)ccc2ccccc12 (stereo unspecified)	i	24%	6%	3%	2%
56	COc1cccc(CN2CCN(C(=O)Nc3ccc([N+](=O)[O-])cc3)CC2)c1	1.6%	15%	0%	-7%	3%
57	Cc1ccc(C(=O)O/N=C2\CCS(=O)(=O)c3sccc32)cc1	3.2%	10%	2%	-8%	0%
58	O=C(COc1ccccc1)Nc1cccc(-c2ccc(N3CCOCC3)nn2)c1	7.8%	-1%	-5%	7%	6%
59	O=C(Nc1ccc(F)cc1)Nc1ccc2ccccc2n1	2.5%	-8%	-6%	-3%	2%
60	CCc1ccc(S(=O)(=O)/N=C2\C=C(Nc3ccc(O)cc3)C(=O)c3ccccc32)cc1	i	16%	5.9µM*	-7%	23%
61	Cn1c(C(=O)N2CCN(Cc3ccc4c(c3)OCO4)CC2)cc2sccc21	1.6%	-10%	8%	-2%	0%
62	Cc1ccc(NC(=O)c2ccc(Cl)cc2Cl)cc1O	6.3%	-2%	-8%	5%	1%
63	COc1ccc(COCC(CC(C)C)N2CCN(C(=O)c3cccc(C(F)(F)F)c3)CCC2=O)cc1 (stereo unspecified)	i	17%	-1%	-3%	-1%
64	COc1ccc(-c2nnc(SCC(=O)Nc3ccccc3)n2C)cc1	0.6%	44%	1%	-3%	2%
65	COc1ccc(S(=O)(=O)NCCC(=O)NC(C)c2ccccc2)cc1 (stereo unspecified)	1.4%	-10%	1%	1%	-11%
66	O=C(NC1(C(F)(F)F)NC(=O)N(c2ccc(F)c(Cl)c2)C1=O)c1ccncc1 (stereo unspecified)	i	-11%	6%	-13%	-10%
67	COc1ccc(CNC(=S)N/N=C(\C)c2ccc(OC)cc2)cc1	2.3%	u	-10%	5%	u
68	COC(=O)Cc1ccc(OCc2ccc(Cl)nc2)cc1	1.6%	63%	-3%	-2%	4%
69	CC(O)(CC(=O)CC(=O)c1ccccc1)c1ccccc1 (stereo unspecified)	1.7%	x	-14%	x	x
70	O=C(CN1C(=O)S/C(=C\c2ccc(C(=O)O)cc2)C1=O)Nc1ccccc1	1.3%	-4%	-4%	-3%	-15%
71	CCCC(=O)Nc1ccc(OCC(=O)OC)cc1	2.8%	-3%	0%	10%	3%
72	O=c1c2cnn(-c3ccc(F)cc3)c2ncn1Cc1cccnc1	i	6%	-3%	-11%	5%
73	CCC(=NCCc1ccccc1)c1c(O)[nH]c(=O)[nH]c1=O	i	-10%	2%	22%	-6%
74	O=C(c1ccco1)N1CCN(C(=O)C2CC(c3ccccc3F)=NO2)CC1 (stereo unspecified)	1.3%	5%	-13%	8%	5%
75	O=c1[nH]c2ccc(Cl)cc2c(-c2ccccc2)c1[N+](=O)[O-]	3.2%	5%	0%	1%	10%
76	O=S1(=O)CC2NC(=S)N(c3cccc(Br)c3)C2C1 (stereo unspecified)	i	18%	x	1%	-3%
77	O=C(NC(c1ccccc1)c1ccccc1)c1cccc(S(=O)(=O)NCc2ccccc2)c1	6.9%	-5%	2%	4%	-1%
78	CCc1ccc(/C(C)=N/NC(=O)C(O)c2ccccc2)s1 (stereo unspecified)	1.5%	-5%	-2%	-18%	8%
79	S=C(NCCc1ccccn1)Nc1cc(Cl)cc(Cl)c1	i	59%	0%	-17%	6%
80	CC1(C)CC(=O)C2=C(C1)Nc1ccccc1NC2c1ccc(F)cc1 (stereo unspecified)	i	-12%	-1%	-4%	-2%
81	O=C(NC1CCc2ccccc21)C1CCN(S(=O)(=O)c2ccc(-n3cnnn3)cc2)CC1 (stereo unspecified)	0.5%	0%	-2%	-9%	2%
82	O=C(Cc1ccccc1)NC(NCCCN1CCOCC1)(C(F)(F)F)C(F)(F)F	0.7%	11%	12%	-2%	1%
83	Nc1nonc1-n1nnc(C(=O)N/N=C/C2CCCCC2)c1-c1ccccc1	i	-8%	6%	-1%	-9%
84	CN(CC(=O)Nc1ccc(N2CCOCC2)cc1)CC(=O)Nc1ccc(Cl)cc1[N+](=O)[O-]	3.0%	-4%	-3%	-4%	-6%

Looked up by structure from the list above, 6 records:
entry	Structure	VEEV TC-83 Vero	M. tuberculosis	H1N1 NS1A inhibition	PhoP GFP inhibition	H37Rv inhibition
82	O=C(Cc1ccccc1)NC(NCCCN1CCOCC1)(C(F)(F)F)C(F)(F)F	0.7%	11%	12%	-2%	1%
77	O=C(NC(c1ccccc1)c1ccccc1)c1cccc(S(=O)(=O)NCc2ccccc2)c1	6.9%	-5%	2%	4%	-1%
83	Nc1nonc1-n1nnc(C(=O)N/N=C/C2CCCCC2)c1-c1ccccc1	i	-8%	6%	-1%	-9%
81	O=C(NC1CCc2ccccc21)C1CCN(S(=O)(=O)c2ccc(-n3cnnn3)cc2)CC1 (stereo unspecified)	0.5%	0%	-2%	-9%	2%
84	CN(CC(=O)Nc1ccc(N2CCOCC2)cc1)CC(=O)Nc1ccc(Cl)cc1[N+](=O)[O-]	3.0%	-4%	-3%	-4%	-6%
79	S=C(NCCc1ccccn1)Nc1cc(Cl)cc(Cl)c1	i	59%	0%	-17%	6%

Screens as filed in PubChem.
